# Screening results deposited in PubChem BioAssay by Sanford-Burnham Center for Chemical Genomics.
# Apaf-1 inh = blocks human Apaf-1 apoptosome activity; O14727; reconstituted apoptosome caspase-3 activity, DEVD-Rh110 fluorescence; inhibition, % at 20 µM; 330,000 compounds, 0.71% hits; AID 489030; active = inhibition of at least 40% at 20 µM;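 also: plate controls were DMSO wells for no effect and DEVD-CHO caspase inhibitor wells for full effect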
#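 Assay system – apoptosome proteins · Medium – Hepes buffer, pH 7.5 · Also added – cytochrome c with DEVD-Rh110 · Timing – 30 min compound preincubation, 50 min activation, room temperature · Detection – Rh110 fluorescence, excitation 480 nm, emission 540 nm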
# SENP1 inh = blocks the human SENP1 SUMO protease catalytic domain. inhibition, % at 10 µM. recombinant SENP1 catalytic domain, CyPet-SUMO1-YPet FRET cleavage. Q9P0U3. 360,000 compounds, 0.21% hits;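 active = inhibition at least 30% at 10 µM, raw YFP signal under a set limit, fluorescence ratio 0.5 to 1.5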;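 also: 0% = enzyme with DMSO and 100% = no enzyme wells; some results filed as inactive read as strong as hits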
# Target sequence (Q9P0U3 419-644 limits assumed): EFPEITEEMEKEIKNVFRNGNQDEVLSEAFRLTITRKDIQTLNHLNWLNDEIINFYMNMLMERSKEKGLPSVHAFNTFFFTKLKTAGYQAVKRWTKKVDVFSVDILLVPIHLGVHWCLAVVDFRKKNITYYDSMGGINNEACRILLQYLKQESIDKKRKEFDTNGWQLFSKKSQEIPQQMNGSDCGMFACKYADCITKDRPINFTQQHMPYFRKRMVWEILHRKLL
#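 Assay system – human recombinant His6-tagged SENP1 catalytic domain enzyme · Input – SENP1 enzyme, 20 pM final · Buffer or medium – Tris pH 8 buffer plus EDTA, NaCl, BME, BSA, NP40, catalase · Schedule – 50 min reaction at room temperature · Technique – FRET read of cyan and yellow fluorescence · Control set – no-enzyme wells low, DMSO-plus-enzyme wells high control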
# UBC13 inh = blocks human UBC13 polyubiquitin chain formation | 330,000 compounds, 0.47% hits | TR-FRET | inhibition, % at 20 µM; in the data active = inhibition above about 45%, passing the limit was not always enough
# SENP8 block-1 = blocks the human protease SENP8. purified SENP8, Z-RLRGG-aminoluciferin cleavage, luminescence. 330,000 compounds, 1.2% hits. AID 2540. inhibition, % at 10 µM. Q96LD8; in the data active = inhibition above about 50%
# SENP8 block-2 = inhibitors of human SENP8 protease; 360,000 compounds, 0.64% hits; Q96LD8; inhibition, % at 20 µM; AID 602440; recombinant SENP8, Nedd8 substrate fluorescence; in the data active = inhibition mostly above about 40%, no sharp cut-off; inactive = mostly below about 27%
# A3G deaminase = APOBEC3G (human) deaminase inhibition; Q9HC16; recombinant A3G, ssDNA deamination FAM/TAMRA fluorescence; inhibition, % at 20 µM; 330,000 compounds, 0.28% hits; AID 493012;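 active = inhibition of at least 40% at 20 µM, with no more than 30% in the related APOBEC3A deaminase screen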;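 also: plate controls were DMSO wells with A3G for no effect and wells lacking A3G enzyme for full effect; some compounds called inactive have numbers as strong as hits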
# Target sequence (Q9HC16 whole entry, looked up): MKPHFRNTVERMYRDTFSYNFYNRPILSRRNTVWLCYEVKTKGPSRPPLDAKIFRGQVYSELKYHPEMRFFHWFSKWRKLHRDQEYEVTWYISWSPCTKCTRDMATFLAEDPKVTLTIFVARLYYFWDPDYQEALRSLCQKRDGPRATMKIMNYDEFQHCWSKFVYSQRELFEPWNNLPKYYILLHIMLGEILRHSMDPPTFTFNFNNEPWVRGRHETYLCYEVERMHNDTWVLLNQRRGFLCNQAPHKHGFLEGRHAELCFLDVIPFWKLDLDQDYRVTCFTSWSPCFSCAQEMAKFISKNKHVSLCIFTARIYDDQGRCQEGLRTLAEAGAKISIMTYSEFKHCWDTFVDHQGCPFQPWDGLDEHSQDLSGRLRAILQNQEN
# SENP7 inh = SENP7 protease inhibition; recombinant SENP7, Z-RLRGG-aminoluciferin luminescence, 40 min; inhibition, % at 5 µM; 330,000 compounds, 1.5% hits; Q9BQF6;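 active = inhibition above about 50% at the single test dose, limit read from the data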;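 also: plate controls were DMSO with enzyme for no effect and no enzyme buffer wells for full effect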
# SENP6 inh = blocks the human protease SENP6 | Q9GZR1 | 330,000 compounds, 1.8% hits | inhibition, % at 10 µM | Recombinant SENP6 catalytic domain, aminoluciferin luminescence;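 active = inhibition above about 50% at the single tested dose, limit read from the data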;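 also: plate controls were DMSO wells with enzyme for no effect and DMSO wells lacking enzyme for full effect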
# Target sequence (Q9GZR1 628-1112 limits assumed): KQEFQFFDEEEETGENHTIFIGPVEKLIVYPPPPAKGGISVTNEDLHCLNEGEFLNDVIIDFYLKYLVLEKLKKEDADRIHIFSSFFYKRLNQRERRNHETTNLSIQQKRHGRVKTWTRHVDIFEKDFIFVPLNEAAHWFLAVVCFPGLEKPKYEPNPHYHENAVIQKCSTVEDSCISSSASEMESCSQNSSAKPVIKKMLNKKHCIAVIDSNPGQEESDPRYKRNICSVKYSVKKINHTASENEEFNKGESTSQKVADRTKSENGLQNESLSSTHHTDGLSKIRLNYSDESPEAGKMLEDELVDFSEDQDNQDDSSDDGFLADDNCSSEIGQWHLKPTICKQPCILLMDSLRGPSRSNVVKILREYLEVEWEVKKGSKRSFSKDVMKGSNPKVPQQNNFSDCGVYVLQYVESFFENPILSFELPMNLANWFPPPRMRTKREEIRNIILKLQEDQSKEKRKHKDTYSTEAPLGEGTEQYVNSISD
# Numbers without * were called inactive; . = no result given.
SMILES,Apaf-1 inh,SENP1 inh,UBC13 inh,SENP8 block-1,SENP8 block-2,A3G deaminase,SENP7 inh,SENP6 inh
CC(=O)C(Sc1ccc2nnc(-c3ccc(F)cc3)n2n1)C(C)=O,0.6,0.6,-0.4,3.6,-16.5,-12.7,-2.5,-0.6
COCCc1nc2ccc(C(=O)N(C)Cc3cccc(-n4cccn4)c3)cc2o1,-4.4,0.6,1.6,4.1,9.8,1.1,-1.0,20.7
CCCCNS(=O)(=O)c1ccc2nc(SCC(=O)c3ccccc3OC)[nH]c2c1,5.0,-0.4,6.1,5.8,11.5,-4.9,1.0,-7.1
CCOC(=O)N1CCN(C(=O)Cn2cnc3ccccc3c2=O)CC1,-0.3,0.1,4.4,-8.6,1.0,-3.0,0.9,4.0
Cc1nn(Cc2ccc(Cl)c(Cl)c2)c(C)c1NC(=O)c1cc(-c2ccco2)on1,-4.7,2.1,6.9,4.6,0.3,-4.1,-9.1,-1.6
O=C(CSc1nnc(CCCO)n1-c1ccccc1)NCCc1ccccc1,-6.7,-0.3,2.4,-0.2,8.0,-2.1,6.4,-0.6
O=P(O)(CCc1ccccn1)CN1CCOCC1,-5.0,-1.1,-6.6,-5.2,11.2,-5.0,-9.3,-0.5
CCN(c1ccccc1C)S(=O)(=O)c1nnc(NC(=O)c2ccco2)s1,4.8,-15.7,2.1,8.6,-197.5,3.2,-3.3,-7.6
O=C(CC1C(=O)NCCN1Cc1ccc(F)cc1)NCCOc1cccnc1 (configuration not stated),-1.9,-3.3,3.2,4.3,-6.8,-3.5,1.8,10.1
N#Cc1ccccc1NC(=S)NC(=O)C1CCC1,9.6,2.8,4.9,4.8,-12.5,0.3,6.5,10.0
CC(C(=O)Nc1ccc2[nH]c(=O)[nH]c2c1)N1CCN(Cc2ccc3c(c2)OCO3)CC1 (configuration not stated),5.6,-1.5,-16.7,-5.1,-0.8,-6.8,-7.2,-26.1
Cc1ccc2c(c1)c1nnc(SCC(=O)Nc3ccc(N(C)C)cc3)nc1n2CC(=O)O,7.4,1.4,9.2,7.5,26.6,9.8,8.6,5.0
CC(C)Cn1c(SCC(=O)NCCCN2CCCC2=O)nc2ccccc21,6.2,-0.7,-10.0,-13.3,9.0,-2.2,-11.4,-2.9
Oc1c(Cl)cc(Cl)cc1/C=N/Nc1ncc(Br)cn1,4.5,-0.8,-11.2,-3.8,-17.6,-4.6,-4.2,-3.2
CCC(C)NC(=O)/C=C/c1cccs1 (configuration not stated),1.7,0.6,-19.3,-2.9,3.2,-9.6,-7.8,-12.5
CC(Oc1ccc2c(c1)oc(=O)c1ccccc12)C(=O)NCCCN1CCOCC1 (configuration not stated),-9.5,0.1,10.4,6.5,-305.4,2.9,-3.0,-5.9
O=C(O)c1cccc(N2C(=O)CSC2c2ccccc2)c1 (configuration not stated),4.9,-0.4,-3.4,-6.4,5.9,-2.4,-6.5,-8.8
CC(C)c1ccc(NC(=O)CSc2ncccc2C(=O)Oc2cccc([N+](=O)[O-])c2)cc1,4.5,0.4,-7.9,-6.7,21.2,-6.0,8.7,-31.0
O=C(N/N=C/c1ccccc1F)c1cccc2ccccc12,7.6,4.2,4.3,-6.8,1.5,-8.6,-1.7,-2.9
CCCn1cc(S(=O)(=O)c2ccccc2)c(=O)c2cc(CC)ccc21,15.9,3.0,-7.2,4.9,-4.6,13.9,3.8,10.5
O=C(c1ccc(F)c(S(=O)(=O)N2CCOCC2)c1)N1CCN(c2ccc(F)cc2)CC1,8.7,0.2,-3.8,-8.5,4.6,-7.6,-7.2,-30.3
CCNC(=O)c1ccc(NC(=O)CC2SC(N3CCCCC3)=NC2=O)cc1 (configuration not stated),1.8,0.6,6.4,2.8,-2.4,2.5,1.4,5.3
CCOC(=O)CCn1nc(-c2ccccc2)cc1N,7.7,1.0,-3.2,-12.2,12.3,-6.9,-15.0,-7.9
CC(O)c1nc2ccccc2n1CCCOc1ccccc1 (configuration not stated),-1.0,2.7,-2.1,-3.6,14.3,-6.7,-6.0,-6.3
CC(=O)N1CCc2cc(S(=O)(=O)N3CCCCC3C)ccc21 (configuration not stated),-2.7,2.0,3.6,0.8,4.0,-10.0,0.3,11.6
SMILES,Apaf-1 inh,SENP1 inh,UBC13 inh,SENP8 block-1,SENP8 block-2,A3G deaminase,SENP7 inh,SENP6 inh
CC1CCN(C(=O)C(=O)Nc2sc3c(c2C(=O)O)CC(C)(C)OC3)CC1,-6.8,5.9,-3.1,-1.3,4.4,-9.2,0.9,-3.0
COc1ccc(-n2nnc3c(SC(C(C)=O)C(=O)N(C)C)ncnc32)cc1 (configuration not stated),-12.5,-1.8,-20.4,-9.7,-0.3,51.4*,13.0,-4.2
CCN(CC)CCCNC(=O)c1cn(CC(C)C)c(=O)c2c1c1ccccc1n2C,4.8,0.7,13.0,3.6,-290.5,-2.7,-2.6,-9.7
COc1ccc(Br)cc1/C=N/NC(=O)c1nc(-c2ccccc2)n2c1CCCCC2,12.9,-0.2,-12.8,-4.8,4.0,-2.0,-6.9,5.8
O=C(NCC(c1cccnc1)N1CCN(c2ccccc2)CC1)c1ccc2c(c1)OCO2 (configuration not stated),10.5,-1.7,-8.1,1.3,26.4,0.9,3.2,-29.5
COc1ccc(C(=O)Nc2cnc3sc(C)nn3c2=O)cc1,-8.5,0.4,3.6,5.9,0.2,-1.9,-10.6,11.3
Cn1cc(SCC(=O)Nc2nc3ccccc3s2)c2ccccc21,10.3,1.0,4.1,-7.5,13.8,-6.8,-0.8,-1.7
CCc1ccc(NC(=O)CCCN2C(=O)C3CC=CCC3C2=O)cc1 (configuration not stated),14.4,2.1,-7.1,3.6,11.8,20.1,-2.9,-15.3
N=c1ncn(CC(O)CO)c2nc(N3CCOCC3)[nH]c12 (configuration not stated),0.5,2.1,-5.2,-10.5,15.9,-2.9,-2.7,-11.7
COc1ccc(N(Cc2ccccc2)S(=O)(=O)c2cccc(C(=O)NC3=NCCS3)c2)cc1,11.3,1.7,4.0,6.2,20.6,-0.5,-1.9,6.0
O=C1C(Cl)=C(N2CCOCC2)C(=O)N1c1ccccc1,-17.1,2.8,-4.4,-3.4,21.5,-4.6,3.3,-9.1
CCn1cc(C(=O)N2CCOCC2)c(=O)c2cc(S(=O)(=O)N(C)C)ccc21,1.6,1.5,-7.5,12.4,12.7,-7.3,-0.7,6.0
NC(=S)NNC(=O)c1cccc(Br)c1,10.5,.,-6.1,-9.1,.,-9.6,-11.5,-43.5
O=C(C1=COCCO1)N(Cc1nnc(-c2ccc(Cl)cc2)o1)C1CC1,1.6,1.1,6.3,2.8,2.9,-8.3,-3.5,-8.8
Cc1ccc(C)c(NC(=S)NCCN2CCOCC2)c1,25.5,2.5,2.4,8.5,14.6,-5.4,0.3,2.7
CC(=O)c1cccc(N(CC(=O)Nc2ccccc2F)S(C)(=O)=O)c1,-7.6,-1.4,-6.1,-6.4,5.4,-7.2,-1.2,-2.1
Cc1nc2ccccc2c(=O)n1NC(=O)Cc1ccc([N+](=O)[O-])cc1,-3.9,-1.0,10.0,4.9,12.4,-10.5,2.7,3.2
CN1C(=O)C2CN(CCc3ccccc3)CNC2N(C)C1=O (configuration not stated),0.9,-4.2,-7.1,-11.7,-19.1,0.2,-9.0,-14.8
c1coc(-c2nnc(SCc3nc4ccccc4[nH]3)o2)c1,-14.3,-41.1,5.5,-0.1,-136.8,2.9,8.0,10.6
O=C(CSc1ccc(-c2ccc(Br)cc2)nn1)N1CCOCC1,-2.9,-1.3,7.7,-11.6,9.9,-1.8,2.7,-12.4
Cc1ccc(NC(=O)C[n+]2cc(-c3ccccc3)n3c2CCC3)cc1,-1.7,3.6,7.7,8.7,19.3,-12.5,1.9,-9.5
Cc1n[nH]c(C)c1SCC(=O)Nc1ccc(F)cc1,-5.5,3.5,6.3,-2.0,24.1,-9.1,2.5,6.0
COc1ccc(OC)c(-c2nnc3n2N=C(c2ccc(OC)c(OC)c2)CS3)c1,6.9,2.2,6.2,-1.7,13.9,-7.8,-1.4,-8.8
CN(Cc1ccccc1)C(=O)NC1CCCCC1,14.1,0.4,-11.8,3.0,18.3,-1.9,6.4,2.9
Cc1c(NC(=O)Oc2ccccc2)sc(=S)n1C,-21.3,1.2,-3.2,2.8,5.9,-6.5,0.7,7.0
SMILES,Apaf-1 inh,SENP1 inh,UBC13 inh,SENP8 block-1,SENP8 block-2,A3G deaminase,SENP7 inh,SENP6 inh
CNC(=O)c1[nH]cnc1C(=O)NCC(=O)OC(C)(C)C,-7.7,-0.9,-7.1,-12.6,2.4,-11.6,9.3,-8.7
O=C(CCCNC(=O)c1ccc(Cl)cc1)Nc1ccc(S(=O)(=O)Nc2ncccn2)cc1,-1.7,-3.5,7.9,-0.2,-3.5,1.1,-2.3,-0.4
CC(=O)NCC(=O)N1CCCC(C(=O)c2ccc3c4c(cccc24)CC3)C1 (configuration not stated),-9.4,1.5,28.0,3.1,-280.5,-2.6,9.6,8.2
COc1ccc(CN2C(=O)c3ccccc3C2C(=O)NCc2cccnc2)c(OC)c1 (configuration not stated),-3.6,-0.6,-7.9,-1.8,7.5,-7.1,-9.6,-6.5
O=C(Nc1nc(-c2cccnc2)cs1)c1ccc([N+](=O)[O-])cc1,-25.0,1.8,-5.1,5.4,16.9,-6.5,1.7,-10.8
Cc1noc(C)c1COc1ccccc1C(=O)NCCc1ccc(S(N)(=O)=O)cc1,8.1,0.3,3.1,2.1,4.1,-4.4,-3.7,0.0
Cc1ccc(S(=O)(=O)N2CCN(Cc3nc4sc(C)c(C)c4c(=O)[nH]3)CC2)cc1,7.9,-0.2,2.4,-3.5,2.4,-7.1,-3.3,-33.0
CCC1(C(=O)OC)NC(c2ccco2)C2C(=O)N(c3ccccc3)C(=O)C21 (configuration not stated),8.6,-1.0,-2.2,11.9,5.1,-7.3,-14.9,0.5
O=C1C2C3C=CC(c4ccccc4)(C2C(=O)N1c1cccc(Cl)c1)C1C(=O)N(c2cccc(Cl)c2)C(=O)C31 (configuration not stated),3.7,3.2,3.3,-6.4,8.0,-5.9,1.8,0.0
COc1ccc(NC(=O)CCN2CCN(S(=O)(=O)c3cc(Cl)ccc3OC)CC2)cc1,5.6,0.3,5.6,1.7,6.6,-3.9,7.2,15.1
CCCCOc1ccc(C(=O)N/C(=C/C=C/c2ccccc2)C(=O)NCCO)cc1,17.4,-2.2,5.5,4.0,-55.0,-8.4,6.0,5.2

# 6 entries from above in another layout.
# Every second line gives: Apaf-1 inh | SENP1 inh | UBC13 inh | SENP8 block-1 | SENP8 block-2 | A3G deaminase | SENP7 inh | SENP6 inh
> O=C(CCCNC(=O)c1ccc(Cl)cc1)Nc1ccc(S(=O)(=O)Nc2ncccn2)cc1
    -1.7 | -3.5 | 7.9 | -0.2 | -3.5 | 1.1 | -2.3 | -0.4
> CC(=O)NCC(=O)N1CCCC(C(=O)c2ccc3c4c(cccc24)CC3)C1 (configuration not stated)
    -9.4 | 1.5 | 28.0 | 3.1 | -280.5 | -2.6 | 9.6 | 8.2
> COc1ccc(CN2C(=O)c3ccccc3C2C(=O)NCc2cccnc2)c(OC)c1 (configuration not stated)
    -3.6 | -0.6 | -7.9 | -1.8 | 7.5 | -7.1 | -9.6 | -6.5
> O=C(Nc1nc(-c2cccnc2)cs1)c1ccc([N+](=O)[O-])cc1
    -25.0 | 1.8 | -5.1 | 5.4 | 16.9 | -6.5 | 1.7 | -10.8
> Cc1noc(C)c1COc1ccccc1C(=O)NCCc1ccc(S(N)(=O)=O)cc1
    8.1 | 0.3 | 3.1 | 2.1 | 4.1 | -4.4 | -3.7 | 0.0
> Cc1ccc(S(=O)(=O)N2CCN(Cc3nc4sc(C)c(C)c4c(=O)[nH]3)CC2)cc1
    7.9 | -0.2 | 2.4 | -3.5 | 2.4 | -7.1 | -3.3 | -33.0
